Screens deposited in PubChem BioAssay by National Center for Advancing Translational Sciences (NCATS).
KDM5B inhibitor: inhibitors of human KDM5B histone demethylase; KDM5B demethylase, FDH-coupled NADH fluorescence (FDH is formaldehyde dehydrogenase); 220,000 tested, 2.6% active; AID 1347165; Q9UGL1; Potency, µM (titrated, usually from 57.7 µM), for the others: at the highest dose activity change, negative = inhibition, actives largely listed as inhibitors; active = well fitted inhibition curve with a large enough effect; inconclusive = small, poorly fitted or top-dose-only effect; inactive = no such curve, though single readings can be large or run the other way; note: 0% is about no effect; nearly all actives have a fitted effect of over 70% in size
Target sequence (Q9UGL1 whole entry, looked up): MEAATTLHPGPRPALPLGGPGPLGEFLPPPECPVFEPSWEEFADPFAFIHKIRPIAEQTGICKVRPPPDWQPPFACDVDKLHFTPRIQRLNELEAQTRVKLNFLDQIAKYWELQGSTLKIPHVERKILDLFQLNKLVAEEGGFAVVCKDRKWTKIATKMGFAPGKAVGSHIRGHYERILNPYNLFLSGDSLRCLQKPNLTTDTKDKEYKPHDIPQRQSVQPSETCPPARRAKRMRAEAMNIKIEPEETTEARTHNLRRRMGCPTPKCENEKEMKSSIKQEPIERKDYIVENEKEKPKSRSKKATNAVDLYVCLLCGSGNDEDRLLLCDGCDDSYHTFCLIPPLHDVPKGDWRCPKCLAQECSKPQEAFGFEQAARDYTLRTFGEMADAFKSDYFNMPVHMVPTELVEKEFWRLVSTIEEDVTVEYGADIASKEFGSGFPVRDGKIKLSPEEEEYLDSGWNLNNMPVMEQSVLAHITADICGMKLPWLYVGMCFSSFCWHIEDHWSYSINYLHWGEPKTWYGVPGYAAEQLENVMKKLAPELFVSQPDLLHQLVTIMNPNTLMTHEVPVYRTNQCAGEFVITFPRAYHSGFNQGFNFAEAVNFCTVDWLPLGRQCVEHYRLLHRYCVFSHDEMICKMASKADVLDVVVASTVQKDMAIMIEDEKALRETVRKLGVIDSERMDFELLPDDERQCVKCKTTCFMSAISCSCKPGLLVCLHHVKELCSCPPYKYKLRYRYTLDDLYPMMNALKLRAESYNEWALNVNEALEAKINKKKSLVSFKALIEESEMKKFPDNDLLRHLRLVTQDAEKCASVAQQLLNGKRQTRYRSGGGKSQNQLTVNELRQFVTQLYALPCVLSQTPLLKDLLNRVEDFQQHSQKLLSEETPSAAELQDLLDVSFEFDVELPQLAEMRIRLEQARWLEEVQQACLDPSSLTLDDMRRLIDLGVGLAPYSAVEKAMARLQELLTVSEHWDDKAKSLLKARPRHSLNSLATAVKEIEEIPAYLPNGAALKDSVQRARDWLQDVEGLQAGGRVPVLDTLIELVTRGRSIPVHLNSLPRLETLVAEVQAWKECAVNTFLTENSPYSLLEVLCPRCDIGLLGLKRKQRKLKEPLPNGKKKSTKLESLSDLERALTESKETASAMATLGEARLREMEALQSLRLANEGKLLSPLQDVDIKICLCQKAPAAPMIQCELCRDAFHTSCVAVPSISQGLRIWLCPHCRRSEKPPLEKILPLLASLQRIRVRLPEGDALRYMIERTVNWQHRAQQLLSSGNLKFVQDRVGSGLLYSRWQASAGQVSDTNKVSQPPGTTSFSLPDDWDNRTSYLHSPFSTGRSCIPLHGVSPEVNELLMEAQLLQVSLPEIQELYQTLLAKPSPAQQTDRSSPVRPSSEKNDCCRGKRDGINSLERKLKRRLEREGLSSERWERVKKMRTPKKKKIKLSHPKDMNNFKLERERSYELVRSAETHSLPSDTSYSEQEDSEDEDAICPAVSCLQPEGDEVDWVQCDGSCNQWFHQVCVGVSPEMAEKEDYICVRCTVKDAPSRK
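Measured: NADH fluorescence change, 30 min, RT. System: KDM5BΔAP 200 nM final, H3K4me3 peptide, α-KG, Fe(II), ascorbate, NAD⁺ plus FDH, pH 7.5 HEPES. Compounds: titrated, 10 min pre-incubation with enzyme.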
* = called active by the depositor; ? = inconclusive; & = joins results of further samples; [ ] = remark or other dose. Potency is the fitted concentration of half-maximal effect. These rows are one share of the data; count on the stated rates, not on these rows.

SMILES	KDM5B inhibitor
Cc1ccc2nc(SCC(=O)Nc3ccccc3C(=O)Nc3ccc4c(c3)OCO4)[nH]c2c1	-3%
CCc1ccccc1-n1c(C)c(C)n2c3c(=O)[nH]c(=O)n(C)c3nc12	5%
O=C(Nc1ccc(Cl)c(C(F)(F)F)c1)c1ccc(I)cc1	?
CCCc1nn(-c2cc(Cl)ccc2OC)c2c1C(=O)CCC2	14%
O=C(CCC1CCN(S(=O)(=O)c2ccccc2)CC1)NCCc1ccccc1	-14%
CCCNc1nc(-c2ccc3c(c2)CCC(=O)N3)cs1	-7%
O=C(COC(=O)C1C=CCCC1)c1ccc(Cl)cc1 (stereo not given)	5%
CCOc1ccc(NC(=O)c2ccccc2-c2ccccc2C(=O)O)cc1	5%
CCCNS(=O)(=O)c1cc(CN2C(=O)c3cccnc3C2=O)ccc1OC	12%
Cc1ccc(C)c(Oc2coc3cc(OC(=O)c4ccco4)ccc3c2=O)c1	-3%
CCOCCCn1c(=N)c(S(=O)(=O)c2ccccc2)cc2c(=O)n3cc(C)ccc3nc21	?
CCOC(=O)c1ccc(Nc2nc(N)c3cc(OC)c(OC)cc3n2)cc1	?
Cc1ncccc1C(=O)NC(CC(C)C)c1nnc2n1CCNCC2 (stereo not given)	11%
CCCCNC(=O)c1cnn2c(C)c(Cc3c(F)cccc3Cl)c(C)nc12	10%
COc1ccc(C(=O)NCCn2cc(SCc3cccc(F)c3)c3ccccc32)cc1OC	-45%
FC(F)(F)c1nc(SCc2ccc(Cl)cc2Cl)n[nH]1	-18%
N#Cc1cccc(C(=O)NC2CCN(c3cc(-c4ccc(Cl)cc4)[nH]n3)CC2)c1	1%
CC(Oc1ccccc1)C(=O)NCc1ccnc(N2CCCC2)c1 (stereo not given)	?
Cc1cccc2sc(N(Cc3cccnc3)C(=O)C3CCCCC3)nc12	-24%
O=C(O)c1ccc2c(c1)C(=O)N(CCc1c[nH]c3ccccc13)C2=O	?
CC(C)=CC(=O)Nc1ccccc1SCc1ccsc1	12%
CCOc1ccc(NC(=O)c2ncn(-c3ccccc3)n2)cc1	1%
COc1ccc(C(=O)N2CCC(N3CC4CC(C3)[C@H]3CCCC(=O)N3C4)CC2)cn1 (stereo not given in full)	?
F[C@@H]1CN(C2CCC2)C[C@@H]1OCc1nc2ccccc2o1	-17%[115 µM]

Taken from above for reference:
SMILES	KDM5B inhibitor
CCCNS(=O)(=O)c1cc(CN2C(=O)c3cccnc3C2=O)ccc1OC	12%
Cc1ccc(C)c(Oc2coc3cc(OC(=O)c4ccco4)ccc3c2=O)c1	-3%
CCOCCCn1c(=N)c(S(=O)(=O)c2ccccc2)cc2c(=O)n3cc(C)ccc3nc21	?
CCOC(=O)c1ccc(Nc2nc(N)c3cc(OC)c(OC)cc3n2)cc1	?
Cc1ncccc1C(=O)NC(CC(C)C)c1nnc2n1CCNCC2 (stereo not given)	11%
CCCCNC(=O)c1cnn2c(C)c(Cc3c(F)cccc3Cl)c(C)nc12	10%
COc1ccc(C(=O)NCCn2cc(SCc3cccc(F)c3)c3ccccc32)cc1OC	-45%
FC(F)(F)c1nc(SCc2ccc(Cl)cc2Cl)n[nH]1	-18%
N#Cc1cccc(C(=O)NC2CCN(c3cc(-c4ccc(Cl)cc4)[nH]n3)CC2)c1	1%
CC(Oc1ccccc1)C(=O)NCc1ccnc(N2CCCC2)c1 (stereo not given)	?
Cc1cccc2sc(N(Cc3cccnc3)C(=O)C3CCCCC3)nc12	-24%
O=C(O)c1ccc2c(c1)C(=O)N(CCc1c[nH]c3ccccc13)C2=O	?
CC(C)=CC(=O)Nc1ccccc1SCc1ccsc1	12%
CCOc1ccc(NC(=O)c2ncn(-c3ccccc3)n2)cc1	1%
COc1ccc(C(=O)N2CCC(N3CC4CC(C3)[C@H]3CCCC(=O)N3C4)CC2)cn1 (stereo not given in full)	?
F[C@@H]1CN(C2CCC2)C[C@@H]1OCc1nc2ccccc2o1	-17%[115 µM]

Going on with the list:
SMILES	KDM5B inhibitor
CCOCCNc1nccc(C2(c3ccccc3Cl)CCNCC2)n1	?
O=C1CS(=O)(=O)C2(C(=O)N(Cc3cccc(F)c3)c3ccccc32)N1c1ccccc1 (stereo not given)	?
CCCCCCCOc1ccc(OC(=O)c2ccc(-c3ccc(CCC)cn3)cc2)cc1	28%
CCn1nccc1C(=O)N1CCC2(CC1)CC(N(C(=O)c1ccccc1)C1CC1)CCO2 (stereo not given)	-18%
CCc1ccc2c(c1)C(O)(c1c[nH]c3ccccc13)C(=O)N2 (stereo not given)	8%
CC(=O)N1CCN(c2csc3ccc(Cl)cc3c2=O)CC1	?
O=C([C@H]1C[C@H](Oc2ccccc2)CN1C(=O)c1cc(F)ccc1F)N1CCOCC1	20%
CCN(CC)Cc1cnc2c(C(=O)NCCc3cnccn3)cnn2c1	-14%
COCc1nc(N2CC3C[C@@H]4CC2C[C@H](C3)C4)c2cnn(C)c2n1	12%
CCC1c2nccn2CCCN1C(=O)Cn1c(=O)oc2ccccc21 (stereo not given)	12%
COc1ccc(CNC(=O)CS(=O)Cc2nc(-c3cccc(C)c3)oc2C)cc1 (stereo not given)	13%&23%
CCOc1ccc(CNc2nc3nc(C)c(Cc4ccccc4)c(=O)n3[nH]2)cc1	-11%
COC(=O)C1CN(CCc2ccccc2)CCS(=O)(=O)N1Cc1ccc(Cl)cc1 (stereo not given)	-18%
CCCNC(=O)C1COC2(CCN(C(=O)c3ccc(OC)cc3)CC2)N1C(=O)c1ccc(OC)cc1 (stereo not given)	9%
CNC(=O)CN1CCCC(N2CCN(c3cccc(C(F)(F)F)c3)CC2)C1 (stereo not given)	?
CS(=O)(=O)c1ccc(NC(=O)CN2C(=O)C3CCCCC3C2=O)cc1 (stereo not given)	11%
Cc1ccc(NC2CCCN(C(=O)c3ccc(F)c(F)c3)C2)cc1C (stereo not given)	-8%
O=C(Cc1ccc(Cl)cc1)N1CCC2(CC1)NC(=O)N(c1cccc(F)c1)N2	-17%
COCCn1c(=O)c2c(n1Cc1ccccc1)CN(C(=O)Cc1cccc(F)c1)CC2	-12%[86.2 µM]
CCOc1ccc(C2Cn3nnc(-c4nc(-c5cccc(OCC)c5)no4)c3CO2)cc1 (stereo not given)	?
COC(=O)c1cccc(NC(=O)CCNc2c(C)nc3cnccn23)c1	?
CCn1nc(C(C)C)cc1C(=O)N1C[C@@H]2CCN(C)C[C@]2(C(=O)O)C1	19%
CCC(C)(C(=O)NC1CCCC1)N(C(=O)CNC(=O)c1ccccc1)c1ccc(C)cc1 (stereo not given)	-16%
CC(C)c1cc(C(=O)Nc2ccc(Cl)c(C(F)(F)F)c2)nn1C1CCS(=O)(=O)C1 (stereo not given)	8%
Cc1cccc(CNC(=O)c2noc(-c3ccc4c(c3)OCO4)n2)c1	?
COC(=O)N/N=C/c1cn(CCOc2ccccc2)c2ccccc12	10%
O=C(COc1cccc(Cl)c1Cl)c1ccc2ccccc2c1	19%
Clc1ccccc1CNCCCSc1nnnn1-c1ccccc1	-8%
CCC(c1ccc(C(C)=O)cc1)C(CC)c1ccc(C(C)=O)cc1 (stereo not given)	17%
O=C(O)c1cccc(C2CCCN(C(=O)c3ccccc3-c3ncn[nH]3)C2)c1 (stereo not given)	14%
COC1CCCN(Cc2c(C(=O)N3CCN(C4CCCCC4)CC3)nc3ccccn23)C1 (stereo not given)	?
CC(=O)N[C@@H]1CN(C(=O)CCCS(N)(=O)=O)C[C@H]1c1ccc(C)cc1	26%
CCOC(=O)C1CCN(C(=O)Cn2ncc3c([nH]c4ccccc43)c2=O)CC1	-13%
COc1ccc(NC(=O)c2nn(-c3ccccc3)ccc2=O)cc1	9%
Cc1ccc(NC(=O)c2cc3n(n2)CC(c2ccc4c(c2)OCO4)OC3)cc1F (stereo not given)	22µM*
O=C1NC(=NC2CCCC2)C2(CCCN([S+](=O)([O-])c3cccs3)C2)N1c1cc(F)cc(F)c1 (stereo not given)	8%[115 µM]
O=C(O)/C=C/c1cc(Cl)ccc1Cl	10%
CS(=O)(=O)Cc1cccc(C(=O)Oc2ccccc2Br)c1	5%
OC[C@@H]1CN(C2CCCC2)C[C@H]1c1nc(-c2cccnc2)no1	?
Fc1cccc(CN(Cc2ccco2)C2CCCC2)c1	-22%
O=[N+]([O-])c1ccc(N/N=C/c2cccc(O)c2O)c(S(=O)(=O)N2CCOCC2)c1	?
C/C(CC(C)C)=N\Oc1nc(C)cc(C)n1	15%
CCc1ccc(-c2noc(CN3CCc4cc(OC)c(OC)cc4C3)n2)cc1	?
O=C(NCCc1c[nH]c2ccccc12)c1cnc2c(c1)N(C(=O)CCc1ccccc1)CCC2	-3%
COc1cc(C2c3c(oc4ccc(F)cc4c3=O)C(=O)N2Cc2ccc3c(c2)OCO3)ccc1O (stereo not given)	15%
Cc1cnc(C2CCOCC2)n1C1CCCN(C(=O)COc2ccc(F)cc2)C1 (stereo not given)	7%
COc1ccc(Br)cc1C[N+]1(C)CCCCC1	4%
COCCN1CC(Cc2cccc(-c3nnc(C)s3)c2)CC1=O (stereo not given)	28%
CC(C)c1ccccc1NC(=O)Cn1nc(C(=O)O)c2ccccc2c1=O	-11%
Cc1ccc(F)cc1CNC(=O)CCc1nnc(CCc2c[nH]c3ccccc23)o1	14%
CC(C)(C)C(=O)N1CC[C@H]2CC(=O)N(Cc3cccnc3)CC[C@H]2C1	31%[86.2 µM]
C/C(=N\NC(=O)c1ccc(C(C)(C)C)cc1)c1ccc(C)cc1C	13%
CCN(CC)C(=O)CCc1c(C)nn(-c2ccccc2)c1Oc1ccc(F)cc1F	5%
CN1[C@@H](CCC(=O)NCc2ccco2)CNC(=O)[C@@H]2[C@H]1CCN2Cc1cccc(OC(F)(F)F)c1	-7%
O=C(CCCc1cccs1)NCCc1c[nH]c2ccccc12	-10%
Cc1cc(C)c2c(c1)/C(=N/NC(=S)NC1CCCCC1)CCC2	21%
Cc1cc(C)cc(C(=O)Nc2ccc3oc(-c4cccnc4)nc3c2)c1	?
Cc1nc2cccnc2n1CC1CCCN(S(=O)(=O)c2cc(F)cc(F)c2)C1 (stereo not given)	12%
Cc1ccc2nc(Nc3nc(C)c(Cc4cccc(Cl)c4)c(=O)[nH]3)nc(C)c2c1	17%
COc1cc(Br)c(CN(C)CC(=O)N2c3ccccc3NC(=O)CC2C)cc1OC (stereo not given)	26%

(list continues)
SMILES	KDM5B inhibitor
OC(COc1cccc2ccccc12)CN1CCN(c2ccccc2Cl)CC1 (stereo not given)	2%
CCc1ccc(NC(=O)CSc2nc3c(=O)[nH]cnc3n2-c2ccc(C)cc2)cc1	3%
CCn1nccc1C(=O)N1CCCCCNC(=O)[C@@H]2CCC[C@@H]21	9%
O=C1CC(c2ccccc2)N(C(=O)CNC(=O)C2CCC2)CCCCCN1 (stereo not given)	12%
CCn1c(C2CCCNC2)nn(CCn2cnc3c2c(=O)n(C)c(=O)n3C)c1=O (stereo not given)	-22%
CCCCN(C)C(=O)COc1ccc2c(=O)c(-c3ccc(OC)c(OC)c3)c(C)oc2c1	9%
CCOC(=O)/C(C#N)=C/c1cc(Cl)ccc1OCc1ccc(Cl)cc1Cl	23%
O=C(C1CCCN(Cc2cccc3ccccc23)C1)N1CCc2ccccc2C1 (stereo not given)	?
N#Cc1ccc(CSc2nnnn2-c2ccccc2)c(F)c1	1%
CCCN(CC1CCOC1)C(=O)c1ccccc1C(F)(F)F (stereo not given)	-9%
CC(=O)n1c(=O)c2ccccc2c(=O)n1-c1ccccc1	20%
COc1cccc(N2CC(C(=O)NC(C)C)NC2=O)c1 (stereo not given)	11%[86.2 µM]
Cc1ccnc(NC(=O)c2ccc3c(c2)S(=O)(=O)c2ccccc2C3=O)c1	16%
Cc1cccc(NC(=O)COC(=O)c2ccc3ccccc3n2)c1	0%
Cc1cc(C)c(NC(=O)CC2CCCC2)c(C)c1	26%
CCN(C(=O)Cn1cnc2c1c(=O)n(C)c(=O)n2C)c1ccc(F)cc1	20%
COc1ccc(-c2noc(-c3cccn3CC(=O)Nc3cc(Cl)ccc3OC)n2)cc1F	27%
Cc1ccc(-c2nc(CS(=O)(=O)CC(=O)Nc3ccc(Br)cc3F)c(C)o2)cc1	19%
CCN1C(=O)C2CC3(CCN(C(=O)c4ccncc4)CC3)CN2C1=O (stereo not given)	-31%
O=S(=O)(c1ccc(Br)cc1)c1nc(-c2ccco2)oc1SCc1ccccc1F	?
N#Cc1ccc(CN2CCC3(CN[S+](=O)([O-])c4ccccc4N3)C2)cc1 (stereo not given)	-21%
COc1cc(=O)n(-c2ccc(C)cc2)nc1C(=O)Nc1cccc(Cl)c1C	9%
Cc1ccc(Cl)cc1N1CCN(c2nc3ccc(C(=O)c4ccccc4)cc3n3cnnc23)CC1	-19%
C=CCNC(=O)NC(=O)CN(CCOC)CC(=O)Nc1cccc(C)c1C	-24%
Cc1cc(C)c2nc(N3CCN(C(=O)CCS(=O)(=O)c4ccccc4)CC3)sc2c1	-9%
COc1cccc2cc(-c3csc(-c4ccc(Cl)cc4)n3)c(=O)oc12	?
CCOc1ccc(S(=O)(=O)NCC(c2cccs2)S(=O)(=O)c2ccc(C)cc2)cc1 (stereo not given)	-23%
O=C(NCc1nnc2c(-c3nc(C4CC4)no3)cccn12)c1ccc2ccccc2n1	-37%
C=CCn1c(=S)sc2c(=O)[nH]c(C)nc21	14%
COCCOc1cc(-c2noc([C@@H]3CCCN3Cc3ccc(C(=O)O)cc3)n2)ccn1	?
Cc1cc(C(=O)N2CCC(n3c(C)cnc3C3CCC3)CC2)nn1C	16%
CCOC(=O)c1c(C)[nH]c(C)c1S(=O)(=O)N(C)CC(=O)Nc1cccc(C(C)=O)c1	15%
CCCC(C)NC(=O)Nc1cc(C(=O)NC2CC2)ccc1C (stereo not given)	-8%
CNCc1ccc(-c2cc(Cl)ccc2Cl)o1	-14%
